# Pf growth 48h: inhibits P. falciparum growth in the first generation, 48 h. P. falciparum luciferase growth in erythrocytes, 48 h. Potency, µM (doses to about 28.7 µM), inactives show top-dose activity change, negative = inhibition, most hits filed as inhibitors. actives 5.9% (n = 310,000); note: potency is the fitted concentration of half-maximal effect; % is set by controls: 0 for no effect and ±100 for the full control effect
#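 Luciferase-expressing P. falciparum in infected erythrocytes (2% hematocrit, 0.1% parasitemia final) in RPMI 1640/0.5% Albumax were exposed to compound for 48 hours at 37 C, 5% CO2; growth read as luminescence.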
# LmPK inhibitor: inhibitors of Leishmania mexicana pyruvate kinase; Q27686; purified LmPK, Kinase-Glo ATP luminescence, 1 h; Potency, µM (highest dose often 57.5 µM), for the others: top-dose activity change, negative = inhibition, most hits filed as inhibitors; actives 0.37% (n = 290,000); note: potency is the fitted concentration of half-maximal effect; % is set by controls: 0 for no effect and ±100 for the full control effect
# Target sequence (Q27686 whole entry, looked up): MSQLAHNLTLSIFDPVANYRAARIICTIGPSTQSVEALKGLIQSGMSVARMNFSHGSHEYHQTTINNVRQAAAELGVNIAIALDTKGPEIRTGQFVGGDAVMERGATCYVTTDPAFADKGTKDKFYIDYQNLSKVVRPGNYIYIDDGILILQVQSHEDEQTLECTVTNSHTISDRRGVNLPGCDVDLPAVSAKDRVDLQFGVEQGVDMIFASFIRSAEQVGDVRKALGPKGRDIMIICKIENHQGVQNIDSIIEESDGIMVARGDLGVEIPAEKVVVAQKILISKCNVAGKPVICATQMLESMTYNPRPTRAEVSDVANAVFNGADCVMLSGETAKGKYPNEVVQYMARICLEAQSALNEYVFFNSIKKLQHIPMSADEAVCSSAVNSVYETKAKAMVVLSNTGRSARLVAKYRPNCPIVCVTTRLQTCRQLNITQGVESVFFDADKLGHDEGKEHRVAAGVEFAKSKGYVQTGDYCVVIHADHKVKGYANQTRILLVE
#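 0.1 nM LmPK, 0.5 mM PEP, 0.1 mM ADP; 50 mM imidazole pH 7.2, 7 mM MgCl2, 50 mM KCl; 1 h RT. Kinase-Glo luminescence readout, normalized to no-enzyme (full inhibition) and uninhibited wells.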
# CHX counter: counter-screen for Shiga toxin inhibitors: cycloheximide protein synthesis inhibition; cell reporter, cycloheximide protein synthesis inhibition counterscreen; max response, %; actives 12% (n = 300,000); in the data active = max response mostly above about 13%, no sharp cut-off; inactive = mostly below about 14%; note: read at 38.3 µM for the half of the compounds with a filed dose; 0% is about no effect
# Shiga toxin inh: inhibitors of Shiga toxin in Vero cells; Vero cells, Shiga toxin protein synthesis inhibition reporter; inhibition, % at 38.7 µM; actives 9.2% (n = 290,000); in the data active = inhibition mostly above about 28%, no sharp cut-off; inactive = mostly below about 43%; note: 0% is about no effect
# Pf growth 96h: P. falciparum growth inhibition at 96 hour, primary screen for plastid delayed-death inhibitors; P. falciparum luciferase reporter growth, 96 h; Potency, µM (highest dose often 28.7 µM), for the others: at the top dose activity change, negative = inhibition, usual class: inhibitors; actives 6.9% (n = 320,000); AID 504834; note: potency is the fitted concentration of half-maximal effect; % is set by controls: 0 for no effect and ±100 for the full control effect
#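 Delayed-death screen, second-generation endpoint: infected erythrocytes, 2% hematocrit, 0.05% parasitemia final; 96 hours at 37 C, 5% CO2; luciferase detection reagent; luminescence decrease equals reduced growth.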
# AmpC inh no detg: blocks E. coli AmpC beta-lactamase in detergent-free assay. Potency, µM (series often up to 57.1 µM), without a hit: at the top dose activity change, negative = inhibition, actives largely listed as inhibitors. P00811. actives 0.52% (n = 330,000). AID 485341. AmpC nitrocefin hydrolysis, absorbance 480 nm, 0.0001% Triton;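 note: potency is the fitted concentration of half-maximal effect; plate controls were no compound for no effect and no enzyme for full effect; nearly all actives have a fitted effect of over 20% in size; some results filed as inactive show a strong effect at the top dose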
# Target sequence (P00811 whole entry, looked up): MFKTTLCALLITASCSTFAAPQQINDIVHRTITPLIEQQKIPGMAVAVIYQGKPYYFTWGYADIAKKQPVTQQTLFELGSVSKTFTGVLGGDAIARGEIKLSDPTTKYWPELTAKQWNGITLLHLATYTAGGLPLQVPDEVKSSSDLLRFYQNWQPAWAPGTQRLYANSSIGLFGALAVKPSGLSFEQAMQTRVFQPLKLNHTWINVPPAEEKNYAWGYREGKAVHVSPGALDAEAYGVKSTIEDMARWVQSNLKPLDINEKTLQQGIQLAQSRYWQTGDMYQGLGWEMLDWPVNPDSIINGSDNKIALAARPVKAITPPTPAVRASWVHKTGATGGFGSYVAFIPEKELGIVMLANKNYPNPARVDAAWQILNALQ
#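 AmpC (5.3 nM in the dispensed reagent) in 20 mM phosphate pH 7.0 with 0.01% (detergent screen) or 0.0001% Triton X-100 was preincubated with compounds for 15 min at room temperature. Nitrocefin was then added from an 800 uM solution, and hydrolysis was followed at 480 nm.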
# Tb PYK inh: blocks Trypanosoma brucei pyruvate kinase | Q57TT1 | TbPYK enzyme, Kinase-Glo Plus ATP luminescence, 45 min | Potency, µM (series often up to 76.8 µM), for the others: top-dose activity, negative = inhibition, hits mostly inhibitors | actives 0.12% (n = 410,000); note: potency is the fitted concentration of half-maximal effect; % is set by controls: 0 for no effect and ±100 for the full control effect; nearly all actives have a fitted effect of over 50% in size
#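 ADP (130 uM final) triggers the TbPYK reaction after compound addition; incubation is 45 min at room temperature. Kinase-Glo Plus is then added and luminescence imaged. Normalized data are fitted to concentration-effect curves.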
# The depositor's hits bear a star; ? = inconclusive; . = not tested or not shown; [ ] = remark or other dose. Unless noted, calls come from the whole dose curve; as a rule, active = well fitted curve in the direction sought with a large enough effect; inconclusive = small, poorly fitted or top-dose-only effect, or another doubt; inactive = no such curve, though single readings can be large; an effect the other way counts as inactive or inconclusive.
cpd	molecule	Pf growth 48h	LmPK inhibitor	CHX counter	Shiga toxin inh	Pf growth 96h	AmpC inh no detg	Tb PYK inh
1	CCc1cc2c(CN(C)Cc3ccccc3F)cc(=O)oc2cc1O	?	-0.8%	2.3	22.5	?	-16.4%	3.7%
2	COc1ccc(Cc2nnc3c4cnn(C)c4ncn23)cc1	11.3%	2.2%	-1.9	0.4	.	-10.0%	7.3%
3	O=C(Cc1csc(NC(=O)Nc2cccc(Cl)c2)n1)NC1CCCC1	?	.	.	.	28.5%	-20.0%	-2.9%
4	Cc1ccc(S(=O)(=O)Nc2ccccc2C(=O)NCC2CCCO2)cc1 (stereo not drawn)	19.4%	-2.1%	1.7	-4.0	?	-5.1%	-7.4%
5	O=C(c1ccco1)N1CCN(Cc2cc(=O)c(OCc3ccccc3)co2)CC1	31.2%	.	.	.	?	1.1%	4.2%
6	COc1ccc([C@H]2[C@H](C(=O)OC(C)(C)C)N3N=Cc4ccccc4C3C23C(=O)c2ccccc2C3=O)cc1OC (stereo partly drawn)	10.4µM*	-2.4%	10.4	45.8	9.28µM*	16.9%	5.4%
7	COc1ccc(Oc2coc3cc(O)ccc3c2=O)cc1	29.7%	-4.9%	17.9	24.9	?	-26.9%	-3.1%
8	Cc1cc(=O)oc2cc(NC(=O)c3cccc(S(=O)(=O)N(C)C)c3)ccc12	-0.1%	4.2%	28.5*	65.6*	-8.0%	-30.9%	-1.5%
9	CCCCc1nnc(NC(=O)CSc2nc(N)cc(=O)[nH]2)s1	1.7%	-0.4%	4.4	3.0	-0.7%	-21.3%	-3.5%
10	CC1(c2ccc3noc(-c4ccc(Cl)cc4)c3c2)OCCO1	-6.0%	2.2%	9.4	17.3	?	-22.7%	-9.1%
11	Cc1cc2ccc(C)c(C)c2nc1SCC#N	-1.4%	-0.5%	10.3	-14.0	4.0%	-22.4%	0.0%
12	CCOC(=O)C1(Cc2ccccc2)CCN(Cc2cccc3c2OCO3)CC1	?	-3.3%	-3.7	1.6	?	33.3%	5.9%
13	COc1ccc(-c2[nH]ncc2CNCCc2ncccc2C)cc1F	29.2%	-1.3%	5.6	-1.4	?	4.1%	-0.3%
14	CN(c1ccccc1)S(=O)(=O)c1ccc(Cl)c(C(=O)Nc2ccc(N3CCOCC3)cc2)c1	?	0.8%	11.0	18.1	?	40.6%	5.6%
15	Cc1ccc(S(=O)(=O)/N=C/N(C)C)cc1	30.3%[activator]	-0.5%	-4.0	-6.8	16.6%	-13.2%	0.2%
16	O=C(c1c(Cl)cccc1Cl)N1CCN(c2ccccn2)CC1	-17.0%	-1.8%	-2.5	-10.4	.	-2.6%	-1.9%
17	CC1=CC(C)(C)NC(=S)N1c1ccc(C)cc1C	?	4.8%	-1.7	-9.4	?	-9.4%	-10.7%
18	O=C(O)CSCC(=O)NCc1csc2ccc(Cl)cc12	20.6%	-1.5%	-2.3	-1.6	-4.8%	-7.4%	-0.2%
19	O=C(CN1C(=O)NC2(CCCc3ccccc32)C1=O)N1CCN(C(=O)c2ccco2)CC1 (stereo not drawn)	8.4%	-0.2%	9.8	19.3	.	-2.1%	-4.6%
20	O=C(N/N=C/c1cccc(Br)c1)C1CC(=O)N(c2ccccc2)C1 (stereo not drawn)	9.0%	0.8%	-1.5	2.8	-9.2%	-35.8%	-3.1%
21	OCC1CCCN(Cc2ccc(-c3ccccc3)cc2)C1 (stereo not drawn)	10.4%	-3.0%	20.9	27.6	25.5%	-15.5%	7.0%
22	COc1cc(S(=O)(=O)NC2CCCC2)ccc1-n1cnnn1	7.7%	-2.0%	-5.6	12.4	-0.6%	-7.6%	1.3%
23	COc1ccc(/C=N\NC(=O)COc2ccccc2Cl)cc1Cn1nc(C)cc1C	-0.2%	2.7%	-3.9	-12.6	?	-14.8%	-1.0%
24	O=C(NCC1CCN(Cc2cccc(Cl)c2)CC1)Nc1ccccc1Cl	?	-0.2%	-1.0	-2.8	43.0%[activator]	-11.3%	0.0%
25	Cc1cc(NC(=O)CCC(=O)N(CC(=O)NC2CCCC2)Cc2ccco2)no1	-14.7%	3.0%	0.3	-10.4	.	-3.7%	0.8%
26	COCc1c(C(=O)N/N=C/c2ccc(C)o2)nnn1-c1nonc1N	0.0%	11.9%	-4.4	19.9	9.1%	-6.4%	1.5%
27	COc1ccc(S(=O)(=O)N2CCOCC2)cc1NC(=O)c1ccc2c(c1)OCO2	10.0%	.	.	.	9.7%	-1.2%	6.2%
28	Cc1ccc(CN(Cc2ccccc2)C(=S)Nc2ccccc2C)o1	?	10.6%	1.0	-4.5	?	-13.5%	0.0%
29	O=C(NCCc1csc(-c2ccccc2)n1)c1ccccc1F	40.7%[activator]	-3.5%	17.6*	40.5	0.7%	-2.1%	6.5%
30	O=C(Nc1cccc(F)c1)C1CCCN1S(=O)(=O)c1cccc2cccnc12 (stereo not drawn)	.	-1.6%	-4.3	-13.4	11.6%	-26.9%	0.9%
31	O=C(OCN1C(=O)c2ccccc2C1=O)c1ccccc1	4.3%	-2.7%	-3.5	-9.1	4.7%	-12.5%	-1.7%
32	CCc1ccc(C(=O)Nc2ccc(S(=O)(=O)Nc3nc(C)cc(C)n3)cc2)o1	-4.0%	2.1%	-2.5	-3.6	.	-16.6%	-7.5%
33	COc1cc(C(=O)Nc2ccc(N(C)C)cc2)cc(OC)c1OC	140.4%[activator]	-1.0%	24.5*	58.2*	220.4%[activator]	-15.8%	-12.0%
34	CC(Nc1cc(N2CCN(C(=O)C(C)(C)C)CC2)ccc1[N+](=O)[O-])c1ccccc1 (stereo not drawn)	8.28µM*	-1.2%	-2.3	-10.4	2.08µM*	32.7%	4.9%
35	O=C(COC(=O)C1CCC1)NCCc1ccc(Cl)cc1Cl	-8.9%	-7.9%	3.8	-12.7	?	18.7%	1.5%
36	COCC(C)n1c(C)cc(C(=O)CSc2cc(C)c3ccccc3n2)c1C (stereo not drawn)	?	-0.7%	-1.9	1.1	?	48.0%	1.6%
37	O=C(Nc1ccccc1N1CCOCC1)c1cccc(S(=O)(=O)N2CCOCC2)c1	?	.	.	.	4.65µM*	110.7%[activator]	-0.6%
38	Cn1nc(C(C)(C)C)cc1C(=O)Sc1cccc(Br)c1	14.6%	-0.9%	1.5	-4.3	14.8%	-16.0%	-1.5%
39	O=C(Cc1ccc(Br)cc1)OCC(=O)c1ccc2c(c1)OCCO2	13.1%	2.5%	23.0	20.4	14.5%	-41.5%	2.3%
40	COCCN(C(=O)COC(=O)CCC1CCCC1)c1c(N)n(Cc2ccccc2)c(=O)[nH]c1=O	-12.7%	.	.	.	?	45.7%	-1.9%
41	Cc1oc(-c2ccccc2F)nc1CS(=O)CC(=O)NCc1ccc(F)cc1 (stereo not drawn)	30.1%[activator]	-1.9%	-1.2	4.1	2.94µM*	54.7%	6.0%
42	CCC(=O)Oc1ccc(C(=O)Nc2ccc3c(c2)C(=O)N(C2CCCCC2)C3=O)cc1	.	10.9%	-6.0	-20.8	10.4µM*	-23.9%	4.5%
43	CCOC(=O)C1=C(C)N(CC(C)C)C(=O)/C1=C\c1cccs1	-9.8%	-0.8%	-1.3	16.0	?	-13.7%	-2.5%
44	O=S(=O)(NCCCNS(=O)(=O)c1c(F)cccc1F)c1ccc2c(c1)OCCO2	-2.4%	.	1.8	2.5	2.7%	-8.4%	-10.0%
45	Cc1noc(C)c1C(=O)NCc1ccccc1F	-6.8%	1.5%	-3.3	1.2	49.7%[activator]	-13.1%	4.6%
46	COc1ccc(NC(=O)/C(C#N)=C/c2ccc[nH]2)c(OC)c1	21.7%	-11.0%	10.6	-19.7	9.6%	-1.3%	-6.4%
47	O=C1CCCN1c1cc(Cl)ccc1Cl	27.7%	-7.1%	-1.0	1.6	?	-10.5%	-22.8%
48	CCN(CC)C(=O)c1ccc2c(c1)N(Cc1ccccc1)C(=O)CS2=O (stereo not drawn)	3.9%	6.0%	-2.2	-0.5	?	3.5%	-9.6%
49	O=C(CCc1ccc(S(=O)(=O)NC2CCCCC2)cc1)NCc1ccc(Cl)cc1	-9.8%	3.5%	-1.2	8.6	.	-28.8%	-4.5%
50	O=C(OCCCN=C1NS(=O)(=O)c2ccccc21)c1ccc(F)cc1	-11.7%	2.8%	-4.4	-4.0	.	-47.4%	0.7%

# (more compounds)
cpd	molecule	Pf growth 48h	LmPK inhibitor	CHX counter	Shiga toxin inh	Pf growth 96h	AmpC inh no detg	Tb PYK inh
51	Cc1ccc(S(=O)(=O)N2CCN(CC(O)COc3ccccc3)CC2)cc1 (stereo not drawn)	-7.8%	-0.1%	-7.6	81.9	-2.5%	50.0%	-0.9%
52	CC(=O)NNc1cc(C)nc(NS(=O)(=O)c2ccc(C)cc2)n1	0.6%	-0.5%	-2.9	-2.1	?	-10.7%	4.6%
53	COc1ccc(OC)c(N2C(=O)C(Cl)=C(N3CCOCC3)C2=O)c1	-0.2%	0.5%	-6.1	-11.8	-19.0%	-2.5%	-7.1%
54	CN(CC(=O)N1CCc2ccccc2C1)S(=O)(=O)c1ccc2c(c1)c(=O)n(C)c(=O)n2C	19.0%	3.2%	-3.7	12.1	?	-13.9%	-0.4%
55	Cc1ncc([N+](=O)[O-])n1CC(=O)NCc1ccccc1	43.4%[activator]	-5.8%	1.2	-11.3	30.6%[activator]	-5.3%	-5.8%
56	NC(=O)C1CCN(C(=O)CC2(CC(=O)O)CCCC2)CC1	20.4%	3.8%	-7.9	4.2	-4.1%	-34.6%	4.1%
57	CC(C)(C)c1ccc(-c2n[nH]c(=S)n2CCCN2CCOCC2)cc1	?	-1.2%	-3.4	-13.7	9.9%	-11.8%[2.29 µM]	?
58	CN1C(=O)C(=Cc2ccc(-c3cccc(Cl)c3)o2)C(=O)N(C)C1=O	7.7%	2.2%	0.8	14.6	19.4%	?	.
59	CCOc1cc(CNc2ccc(N3CCOCC3)cc2)cc(Br)c1OCC	?	3.9%	-3.0	-12.3	?	145.6%[activator]	-2.4%
60	NC(=O)c1ccc(Cn2c(C(=O)c3cc(Cl)c(N)c(Cl)c3)c3ccccc3[n+]2[O-])cc1	?	.	.	.	?	-12.0%	0.6%
61	O=C(CCc1ccccc1)NNC(=O)c1ccc(Cl)cc1	14.4%	-3.7%	-0.3	-12.3	?	-10.5%	6.2%
62	Cc1ccc(S(=O)(=O)Nc2cc(=O)[nH]c(SCC(=O)Nc3cccc(C(F)(F)F)c3)n2)cc1	13.3%	4.4%	-12.8	-2.5	-5.5%	-27.8%	1.5%
63	COc1ccc2c(CC(=O)Nc3ccc(OC)c(NS(=O)(=O)c4ccc(F)cc4)c3)coc2c1	?	-1.2%	4.7	13.2	14.7µM*	-47.1%	-6.3%

# An excerpt of these results, field by field.
51: Cc1ccc(S(=O)(=O)N2CCN(CC(O)COc3ccccc3)CC2)cc1 (stereo not drawn)
  Pf growth 48h: -7.8%; LmPK inhibitor: -0.1%; CHX counter: -7.6; Shiga toxin inh: 81.9; Pf growth 96h: -2.5%; AmpC inh no detg: 50.0%; Tb PYK inh: -0.9%

53: COc1ccc(OC)c(N2C(=O)C(Cl)=C(N3CCOCC3)C2=O)c1
  Pf growth 48h: -0.2%; LmPK inhibitor: 0.5%; CHX counter: -6.1; Shiga toxin inh: -11.8; Pf growth 96h: -19.0%; AmpC inh no detg: -2.5%; Tb PYK inh: -7.1%
